p47phox inh: inhibitors of human p47phox binding; 220,000 compounds, 0.53% hits; inhibition, % at 24.7 µM; P14598; p47phox/p22phox peptide binding, fluorescence polarization, 2 h;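 active = inhibition above about 30%, limit read from the data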;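 also: 0% = p47phox with labelled peptide and 100% = labelled peptide alone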
Target sequence (P14598 whole entry, looked up): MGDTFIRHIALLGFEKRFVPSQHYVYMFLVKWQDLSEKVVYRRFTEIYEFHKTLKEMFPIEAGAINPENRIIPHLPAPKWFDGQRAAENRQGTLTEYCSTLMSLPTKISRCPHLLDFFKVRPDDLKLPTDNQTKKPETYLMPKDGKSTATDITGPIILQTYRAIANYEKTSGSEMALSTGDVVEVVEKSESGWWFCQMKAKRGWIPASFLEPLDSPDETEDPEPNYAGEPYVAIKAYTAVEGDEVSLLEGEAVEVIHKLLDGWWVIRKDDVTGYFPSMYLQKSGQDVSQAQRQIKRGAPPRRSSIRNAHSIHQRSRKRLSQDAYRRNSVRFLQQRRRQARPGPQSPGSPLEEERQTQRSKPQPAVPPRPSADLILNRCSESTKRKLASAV
NPY Y1 blocker: antagonists of human neuropeptide Y receptor Y1 | inhibition, % at 3.6 µM | AID 1040 | HEK293-CNG Y1 cells, membrane potential fluorescence; NPY at EC95, then isoproterenol | 200,000 compounds, 1% hits | P25929;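 active = inhibition above the campaign mean inhibition of all tested compounds plus 3 SD, cut at about 20% in these data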;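 also: 0% = DMSO wells given NPY plus isoproterenol and 100% = isoproterenol alone without NPY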
Target sequence (P25929 whole entry, looked up): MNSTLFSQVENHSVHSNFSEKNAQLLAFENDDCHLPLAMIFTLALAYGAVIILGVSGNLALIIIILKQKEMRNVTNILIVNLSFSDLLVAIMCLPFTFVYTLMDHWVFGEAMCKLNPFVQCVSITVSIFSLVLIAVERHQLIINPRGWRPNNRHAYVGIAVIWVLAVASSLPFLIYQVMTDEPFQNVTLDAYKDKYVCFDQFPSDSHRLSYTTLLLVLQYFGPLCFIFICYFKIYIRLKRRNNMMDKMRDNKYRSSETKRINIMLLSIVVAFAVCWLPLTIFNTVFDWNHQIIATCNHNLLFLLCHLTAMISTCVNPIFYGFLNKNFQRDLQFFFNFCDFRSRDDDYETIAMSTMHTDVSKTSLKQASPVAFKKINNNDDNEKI
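Material: HEK293 Y1/CNG channel cell line; also added: NPY (25 nM), isoproterenol (1 µM), Ro 20-1724 (25 µM); doses: one concentration, 3.6 µM, in 0.4% DMSO; schedule: compound incubation 1 h at room temperature, readout 45 min post-stimulation; technique: membrane potential fluorescence; measure: fluorescence ratio normalized to % inhibition between controls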
BaF3 parental: reduces parental Ba/F3 cell viability, JAK2V617F counter-screen; CellTiter-Glo ATP luminescence; inhibition, % at 5.6 µM; 220,000 compounds, 1.1% hits; AID 1486;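 active = inhibition above a per-campaign cutoff, the mean inhibition of all tested compounds plus 3 SD, cut at about 27% in these data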;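 also: 0% = DMSO wells and 100% = JAK Inhibitor I control wells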
S1P4 agonist: human S1P4 receptor agonism; AID 1509; O95977; S1P4-expressing cell line, agonist reporter assay; 220,000 compounds, 0.35% hits; activation, % at 4.98 µM; in the data active = activation above about 11%;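 also: 0% = DMSO vehicle and 100% = reference agonist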
Ba/F3 V617F tox: reduce viability of Ba/F3 cells dependent on JAK2V617F; Ba/F3 EpoR-JAK2V617F viability, ATP luminescence; inhibition, % at 5.6 µM; 220,000 compounds, 1.1% hits; AID 1446;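 active = inhibition above the campaign mean plus 3 SD over all tested compounds, cut at about 24% in these data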;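 also: cytokine-independent growth of Ba/F3 cells driven by EpoR plus mutant JAK2; 0% = DMSO-treated cells and 100% = JAK inhibitor I control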
NPY2 pot ag: potentiates or activates human NPY-Y2 receptor | activation, % at 3.6 µM | cells expressing NPY-Y2, potentiator/agonist read-out | 220,000 compounds, 0.45% hits; in the data active = activation above about 27%;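 also: cells stimulated with NPY near EC25 plus isoproterenol at EC100; 0% = vehicle plus submaximal agonist and 100% = vehicle plus saturating agonist; some results beyond the cut were filed as inactive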
CHOP inhibitor: CHOP inhibition in unfolded protein response. inhibition, % at 10 µM. CHO-K1 CHOP-promoter luciferase, tunicamycin-induced, 15-18 h. 220,000 compounds, 3.8% hits;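 active = compounds that reduced the stress-induced luciferase reporter signal by more than about 70% of percent inhibition, limit read from the data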;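 also: 0% = tunicamycin plus vehicle and 100% = wells without tunicamycin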
S1P4 antag: human S1P4 receptor antagonism | inhibition, % at 4.98 µM | O95977 | S1P4-expressing cells, antagonist mode, reporter read-out | 220,000 compounds, 0.26% hits; in the data active = inhibition above about 29%;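 also: 0% = wells stimulated with agonist and 100% = vehicle wells without agonist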
NPY-Y1 PAM-ag: potentiators or agonists of human neuropeptide Y receptor Y1; P25929; 220,000 compounds, 0.37% hits; activation, % at 3.6 µM; NPY-Y1 expressing cells, potentiator/agonist activation; in the data active = activation above about 33%, passing the limit was not always enough;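 also: cells stimulated with NPY at EC10 then isoproterenol at EC100; 0% = low agonist plus stimulus and 100% = saturating agonist plus stimulus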
* hit, by the source's call; / = no result given.

SMILES	p47phox inh	NPY Y1 blocker	BaF3 parental	S1P4 agonist	Ba/F3 V617F tox	NPY2 pot ag	CHOP inhibitor	S1P4 antag	NPY-Y1 PAM-ag
CCOc1ccccc1NC(=O)NCc1ccc(F)cc1	-8.0	3.8	6.2	0.6	1.0	8.0	0.3	17.3	0.2
CNC(=O)NC1CCCc2ccccc21 (stereo not given)	-3.4	-3.4	1.5	0.8	1.4	-3.3	4.8	-5.7	2.1
C=CCN1CN(CCc2ccccc2)CNC1=S	-10.2	/	0.2	-0.5	-1.5	9.3	-8.4	-4.0	31.1
COc1ccc(-c2cc(C(=O)c3c(N)n(C)c(=O)n(C)c3=O)c3ccccc3n2)cc1OC	-10.5	-0.1	1.3	-1.1	6.8	1.8	-11.9	-12.2	-8.7
O=C(O)c1ccc2c3c(cccc13)C(=O)N(c1ccccc1)C2=O	-3.3	1.1	-3.3	0.3	-4.4	2.6	52.9	-5.9	-1.3
O=C(O)CSCC(=O)Nc1ccc(S(=O)(=O)N2CCCCC2)cc1	-9.6	2.3	-2.0	-0.4	-3.7	10.4	14.6	2.0	-3.6
O=C1CC(c2ccccc2)CC(O)=C1C=NCCCN1CCOCC1 (stereo not given)	-1.9	-5.8	2.9	1.2	-1.4	-12.1	-11.4	0.1	-17.6
CC(C)N(C(=O)CN1C(=O)NC2(CCCCCC2)C1=O)C(C)C	-3.2	0.8	4.3	0.9	1.0	-4.2	-3.8	4.2	-7.5
Cc1ccc(-c2nc(N)n(C(=O)c3cccs3)n2)cc1	-2.8	6.6	-0.4	0.3	-6.0	-5.4	15.7	0.3	5.0
CCN1CCN(c2nc3c(C)cccn3c(=O)c2/C=C(\C#N)S(=O)(=O)c2ccc(C)cc2)CC1	-25.6	1.5	0.7	0.8	1.2	-9.3	-8.6	-10.8	2.7
CC(C)=C(NC(=O)c1ccccc1)C(=O)Nc1cccc(C(=O)O)c1	2.6	9.1	0.5	0.6	-3.5	5.6	2.1	-18.7	-6.5
C=CCNC(NC(=O)c1ccccc1)(C(=O)OCC)C(F)(F)F (stereo not given)	-7.0	-4.4	0.8	1.0	1.9	0.6	21.6	13.7	-10.4
Cc1nc2nc3c(cn2n1)C(=O)CCC3	-13.7	-1.2	4.2	2.5	-0.2	-9.5	7.3	-2.7	-16.7
COc1ccc(S(=O)(=O)Cc2ccc(C(=O)N3CCN(C4CCCCC4)CC3)o2)cc1	5.5	2.7	0.9	1.7	-1.4	1.6	16.5	-7.3	-9.3
O=C(CCl)NC1(C(F)(F)F)C(=O)Nc2c1c(=O)[nH]c(=O)n2-c1ccccc1 (stereo not given)	-0.6	/	2.6	2.4	-0.3	-7.0	14.9	-3.2	3.4
O=C1CN(Cc2cc(=O)oc3cc4c(cc23)CCC4)CCN1	-0.3	5.2	8.3	1.7	2.2	-13.0	-3.8	-9.2	10.5
CCCn1c(N)c(C(=O)CN2CCc3ccccc3C2)c(=O)n(C)c1=O	/	0.9	-0.9	0.5	1.1	-4.2	10.8	-10.0	4.7
COc1cccc(C(=O)N2CCN(Cc3ccccc3[N+](=O)[O-])CC2)c1	3.6	1.7	3.0	1.0	1.1	-2.0	42.7	-18.2	8.3
N=c1n(Cc2ccc(Cl)cc2)c2ccccc2n1CC(O)COc1ccccc1 (stereo not given)	0.6	41.3*	35.5*	-1.7	12.0	-26.3	83.2*	21.5	-9.5
Cc1noc(C)c1C(=O)OCC(=O)Nc1cc(Cl)ccc1Oc1ccccc1	-22.9	23.2*	3.1	-2.0	-2.7	-15.6	43.3	-5.6	-20.0
CC(=O)Oc1ccc2c(=O)c(N3C(=O)c4ccccc4C3=O)c(C)oc2c1	-10.7	-2.9	5.2	0.3	0.6	0.0	34.8	-10.6	-7.9
COC(=O)c1ccc2c(=O)n(CCCCCC(=O)NCc3ccc4c(c3)OCO4)c(=O)[nH]c2c1	5.4	1.2	5.9	-0.5	1.3	6.0	52.0	-0.3	18.3
O=C(COc1ccc(F)cc1)Nc1nccs1	0.1	2.5	-0.9	1.4	-2.4	-3.9	-1.9	-27.9	7.2
O=C(N/N=C/c1ccc(Cl)cc1)C(=O)N1CCCCCC1	-13.9	0.7	9.5	-0.1	1.8	6.5	3.4	0.3	0.7
Cc1cc(C(=O)NCCCN2CCN(c3cc(Cl)ccc3C)CC2)n(-c2ccccc2)n1	-6.7	5.2	1.5	-0.6	-2.2	-1.9	16.1	-11.4	-24.2

Full records, quoted from the list:
`O=C1CC(c2ccccc2)CC(O)=C1C=NCCCN1CCOCC1` (stereo not given) across the screens: p47phox inh: -1.9; NPY Y1 blocker: -5.8; BaF3 parental: 2.9; S1P4 agonist: 1.2; Ba/F3 V617F tox: -1.4; NPY2 pot ag: -12.1; CHOP inhibitor: -11.4; S1P4 antag: 0.1; NPY-Y1 PAM-ag: -17.6
`C=CCN1CN(CCc2ccccc2)CNC1=S` across the screens: p47phox inh: -10.2; NPY Y1 blocker: /; BaF3 parental: 0.2; S1P4 agonist: -0.5; Ba/F3 V617F tox: -1.5; NPY2 pot ag: 9.3; CHOP inhibitor: -8.4; S1P4 antag: -4.0; NPY-Y1 PAM-ag: 31.1

(next part)
SMILES	p47phox inh	NPY Y1 blocker	BaF3 parental	S1P4 agonist	Ba/F3 V617F tox	NPY2 pot ag	CHOP inhibitor	S1P4 antag	NPY-Y1 PAM-ag
CC1CCN(c2cc(N3CCOCC3)c([N+](=O)[O-])cc2F)CC1	4.2	6.0	-0.3	-2.6	-2.9	4.5	0.7	-15.3	17.6
Nc1ccc2c(c1)C(=O)Cc1ccccc1S2	-12.8	-0.1	3.3	1.0	1.0	-7.8	0.9	0.1	-35.9
CC(=O)Nc1ccc(NS(=O)(=O)c2cc(Cl)ccc2Cl)cc1	-9.2	/	0.0	-1.9	1.4	-12.4	5.2	-6.4	-10.2
O=[N+]([O-])c1ccccc1S(=O)(=O)Oc1ccccc1/C=N/n1cnnc1	0.3	8.0	-2.5	-0.8	-4.3	5.3	31.4	-11.7	-8.4
CCOc1cc(C(=O)O)cc(Cl)c1OC	-2.0	10.1	-1.8	-0.1	-4.5	2.2	7.6	-24.4	-25.4
COC(=O)C(Cc1ccccc1)NC(=S)NC(=O)c1ccccc1 (stereo not given)	-5.8	-4.2	1.9	0.0	-2.5	1.6	18.4	-6.4	-0.1
Cc1ccc(C(NC(=O)NC(C)c2ccccc2)C(Cl)(Cl)Cl)cc1F (stereo not given)	0.6	3.6	3.5	-1.4	-1.1	0.6	86.5*	1.9	9.1
CCOC(=O)Cc1csc(NC(=S)NC(=O)c2cccc([N+](=O)[O-])c2)n1	-18.3	-2.9	4.3	0.2	-2.6	-4.9	22.1	-7.8	-4.4
Cc1c(NC(=O)c2noc3c2CCc2ccccc2-3)c(=O)n(-c2ccccc2)n1C	/	5.5	-0.9	0.3	-1.7	-0.9	/	-13.4	-32.8
CN(C)S(=O)(=O)c1ccc(Cl)c(NC(=O)CN2CCN(Cc3ccc4c(c3)OCO4)CC2)c1	-1.3	/	-4.3	-1.5	-4.8	1.1	6.5	13.2	-18.4
CC1CCCCN1CCNC(=O)CN1C(=O)COc2ccccc21 (stereo not given)	-9.5	6.6	0.0	0.9	-2.3	1.6	30.0	-7.5	-4.6
CCC1(C)Cc2c(sc3nnn(Cc4ccccc4Cl)c(=O)c23)CO1 (stereo not given)	-49.3	5.6	9.8	0.0	2.7	-14.7	16.3	-3.0	-36.0
Cc1ccnc2ccc(-c3nc4ccccc4o3)cc12	/	2.9	7.6	-0.4	-1.2	-14.5	/	-7.9	7.3
COc1ccc(C(=O)N2c3cc4c(cc3C(C)=CC2(C)C)OCO4)cc1	-3.8	9.4	5.0	1.6	-0.1	-11.1	18.1	0.1	4.3
Brc1ccc(-c2noc(COc3ccc4c(c3)CCC4)n2)o1	-12.4	7.1	-0.2	0.4	-4.1	0.2	51.1	3.4	-6.6
O=C(CSc1ccc(Cl)cc1)Nc1cccc(NC(=O)c2ccco2)c1	-11.9	-0.8	8.6	2.5	-0.7	8.2	5.3	-10.0	9.1
CCn1c(SCC(=O)c2ccc(CNC(C)=O)o2)nnc1-c1cccs1	-1.9	5.9	8.5	1.4	-1.3	-5.6	17.6	-13.2	8.9
CC1CN(S(=O)(=O)c2ccc(C(=O)Nc3sc4c(c3C(N)=O)CCN(C)C4)cc2)CC(C)O1 (stereo not given)	-8.9	5.6	4.0	0.5	-2.0	3.3	-1.1	-17.2	5.1
COc1ccc(S(=O)(=O)NC(C)C(=O)Nc2cccc(C(C)=O)c2)cc1 (stereo not given)	-1.8	5.1	7.0	0.9	2.9	-9.7	9.8	-9.4	-29.5
O=C(Cc1cccs1)N1CCN=C1SCc1cccc(F)c1	-15.7	/	-0.2	0.9	0.9	4.2	27.4	-11.0	-4.4
COCc1cc(C)nc(SCC[N+](C)(C)CC(=O)c2ccccc2)c1C#N	-7.9	0.1	5.9	-0.3	1.4	-3.0	7.1	2.9	2.3
Cc1cc(NS(=O)(=O)c2ccc(NC(=O)c3cc4c(=O)n5ccccc5nc4s3)cc2)nc(C)n1	-10.9	-2.5	2.6	2.9	1.6	3.0	6.0	-11.6	-4.0
COc1cccc(NC(=O)N2CCCC2)c1	-6.0	-2.5	4.7	-1.1	-2.0	-8.9	-5.3	5.1	-24.8
Cc1c(C(=O)NCc2ccc3c(c2)OCO3)oc2ccccc12	-18.7	11.6	4.5	0.1	-0.1	-22.8	-23.0	-5.5	-56.6
Cc1cc(C)c2nc(SCC(=O)NCCN3C(=O)CSC3=O)cc(C)c2c1	-2.6	3.8	6.9	3.0	8.0	5.1	35.9	-12.0	7.7
SMILES	p47phox inh	NPY Y1 blocker	BaF3 parental	S1P4 agonist	Ba/F3 V617F tox	NPY2 pot ag	CHOP inhibitor	S1P4 antag	NPY-Y1 PAM-ag
Cc1cc(C(=O)CSc2nncn2C)c(C)n1-c1ccccc1	4.9	-6.9	2.1	-0.8	1.9	11.4	4.4	-16.6	-4.7
COc1ccc(NC(=O)CSc2nnc(-c3ccncc3)n2CC2CCCO2)c(OC)c1 (stereo not given)	0.3	2.2	0.3	2.8	-3.5	6.9	9.5	-25.9	-4.7
Oc1c(C(Nc2nccs2)c2ccc(C(F)(F)F)cc2)ccc2cccnc12 (stereo not given)	-10.4	1.7	53.5*	-1.2	59.6*	-0.5	40.8	5.1	4.7
CC(CN(C)Cc1ccccc1)OC(=O)c1ccccc1F (stereo not given)	1.4	6.8	8.5	-3.8	3.4	-3.8	28.0	-15.3	1.7
COc1ccccc1NC(=O)N(Cc1ccco1)Cc1cc2c(C)ccc(C)c2[nH]c1=O	-3.5	3.5	3.2	0.5	1.6	6.6	27.9	-6.5	-4.0
COc1ccc(C(=O)Nc2nc(C)cc(C)n2)cc1	-3.9	1.1	5.6	-0.2	-2.2	7.2	1.8	-20.3	13.7
Cc1ccc(N(C(C)C(=O)Nc2c(C)n(C)n(-c3ccccc3)c2=O)S(C)(=O)=O)cc1C (stereo not given)	4.0	1.8	9.5	-0.4	3.4	-9.8	4.3	0.0	7.8
Nc1cc(N)cc(-c2nc3ccccc3[nH]2)c1	-8.7	9.0	0.5	0.7	-0.6	9.8	-16.9	-2.0	9.4
CCNc1nc(C(=O)O)nc(N2CCOCC2)n1	-11.6	1.8	9.2	0.8	3.0	-0.1	4.8	-12.4	13.3
CCn1cc(C(=O)NC(=S)Nc2sc3c(c2C(=O)OC)CCCCCC3)cn1	5.2	1.9	3.7	0.6	-4.5	9.0	77.7*	-13.6	-1.9
Cc1ccc(CNC(=O)CCNS(=O)(=O)c2ccc3c(c2)c(=O)n(C)c(=O)n3C)cc1	-6.8	5.1	1.5	1.4	-3.0	9.8	-24.1	-4.3	11.2
C=CCn1c(SCC(=O)O)nnc1-c1cccs1	4.6	2.6	4.2	1.9	-1.7	-1.3	-1.4	-2.6	2.4
